GLA spleen mod = alpha-galactosidase A (human) modulation | human spleen homogenate, 4MU-alpha-Gal fluorescence, 40 min | actives 0.008% (n = 240,000) | AID 2107 | Potency, µM (top dose mostly 80 µM), without a hit: at the highest dose activity change, negative = inhibition, usual class: inhibitors | P06280;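 note: potency is the fitted concentration of half-maximal effect; 0% = enzyme with vehicle and -100% = no enzyme basal signal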
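Inhibition or activation of alpha-galactosidase in human spleen homogenate is scored by 4-MU fluorescence after 40 min at 37C, pH 5.0, with 1 mM substrate. AC50s come from concentration-response fitted to the Hill equation.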
NPSR antagonist = neuropeptide S receptor (human) antagonism, cAMP; Q6W5P4; CHO-NPSR cells, cAMP TR-FRET, antagonist mode; Potency, µM (series often up to 38.3 µM), for inactives: at the highest dose activity change, negative = inhibition, usual class: inhibitors; actives 1% (n = 220,000); note: potency is the fitted concentration of half-maximal effect; % is set by controls: 0 for no effect and ±100 for the full control effect; nearly all actives have a fitted effect of over 50% in size; many of its hits are not listed in these tables
Target sequence (Q6W5P4 whole entry, looked up): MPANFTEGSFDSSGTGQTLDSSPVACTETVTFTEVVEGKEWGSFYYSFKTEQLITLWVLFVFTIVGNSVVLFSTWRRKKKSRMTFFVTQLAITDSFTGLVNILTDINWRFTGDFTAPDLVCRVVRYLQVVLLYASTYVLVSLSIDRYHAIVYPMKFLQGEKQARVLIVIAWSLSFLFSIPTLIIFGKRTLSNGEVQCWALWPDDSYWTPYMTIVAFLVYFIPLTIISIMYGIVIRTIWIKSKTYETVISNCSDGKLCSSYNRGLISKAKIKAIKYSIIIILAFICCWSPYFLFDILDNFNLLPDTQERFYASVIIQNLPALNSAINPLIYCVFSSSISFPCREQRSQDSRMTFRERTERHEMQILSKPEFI
TexasRed fluor = Texas Red fluorescence interference in TRb-SRC2 counter-screen; TRb/SRC2 Texas Red total fluorescence interference; Potency, µM (highest dose often 106 µM), for the others: at the top dose fluorescence change, negative = quenching; actives 0.29% (n = 280,000); active = well fitted curve in either direction with a large enough effect; inconclusive = small, poorly fitted or top-dose-only effect; note: potency is the fitted concentration of half-maximal effect; % is set by controls: 0 for no effect and ±100 for the full control effect
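Flags fluorescent or light-absorbing compounds by total fluorescence, S + 2P, at 555 nm excitation and 632 nm emission. Mixture: 20 nM Texas Red SRC2 peptide, 0.6 uM human TRb LBD, 1 uM T3, 5% DMSO; compound exposure 5 h at ambient temperature.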
Epigenetic derep = epigenetic control regulation, reporter derepression. Potency, µM (top dose mostly 53.9 µM), for inactives: at the highest dose GFP activation, usual class: activators. actives 0.2% (n = 280,000). murine LDR cells, GFP reporter derepression, 30 h; note: potency is the fitted concentration of half-maximal effect; % of control where 0% means no effect; nearly all actives have a fitted effect of over 60% in size
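In this reporter-derepression format, murine cells bearing a silenced integrated CMV-GFP locus incubate with test compound (30 h, 37 C), then are washed and imaged; fluorescent objects of 20–120 um count as induced cells.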
CBFb-RUNX1 inh = CBF-beta/RUNX1 interaction disruption. Q01196+Q13951. Potency, µM (series often up to 59.8 µM), inactives show at the top dose activity, negative = inhibition, hits mostly inhibitors. AlphaScreen CBFb-His/RUNX1-biotin binding, biochemical. 230,000 tested, under 10 active; note: % of control where 0% means no effect
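Compounds were screened at multiple concentrations against a preformed CBF-beta(His)/RUNX1(biotin) complex (30 nM of each) for 15 min at room temperature, followed by 90 min with nickel and streptavidin beads and AlphaScreen reading.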
Tau FP inhib = inhibitors of human tau fibril formation | actives 0.39% (n = 280,000) | K18 P301L tau heparin fibrillization, Alexa594 FP, 6 h | P10636 | Potency, µM (titrated, usually from 57.7 µM), inactives show at the highest dose activity, negative = inhibition, usual class: inhibitors; note: potency is the fitted concentration of half-maximal effect; % is set by controls: 0 for no effect and ±100 for the full control effect; nearly all actives have a fitted effect of over 55% in size
Target sequence (P10636 561-689 P618L limits assumed): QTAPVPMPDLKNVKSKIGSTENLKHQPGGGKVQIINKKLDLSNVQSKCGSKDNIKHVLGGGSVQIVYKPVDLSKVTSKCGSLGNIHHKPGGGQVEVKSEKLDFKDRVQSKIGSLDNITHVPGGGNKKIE
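Heparin (20 uM) drove fibril formation of recombinant tau K18 P301L, 15 uM unlabeled with 0.24 uM Alexa 594 label, for 6 hr at 37 C in 100 mM sodium acetate pH 7. Fluorescence polarization (555/632 nm) read 1 hr after 30 uM ThT.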
TRb SRC2 PPI = TRbeta-SRC2 interaction inhibition; actives 0.065% (n = 280,000); P10828; Potency, µM (series often up to 106 µM), for the others: at the highest dose activity change, negative = inhibition, hits mostly inhibitors; TRbeta-SRC2 peptide binding, fluorescence polarization; receptor liganded with 1 µM T3;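 note: potency is the fitted concentration of half-maximal effect; plate controls were bound peptide for no effect and peptide without receptor for full effect; nearly all actives have a fitted effect of over 50% in size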
Target sequence (P10828 whole entry, looked up): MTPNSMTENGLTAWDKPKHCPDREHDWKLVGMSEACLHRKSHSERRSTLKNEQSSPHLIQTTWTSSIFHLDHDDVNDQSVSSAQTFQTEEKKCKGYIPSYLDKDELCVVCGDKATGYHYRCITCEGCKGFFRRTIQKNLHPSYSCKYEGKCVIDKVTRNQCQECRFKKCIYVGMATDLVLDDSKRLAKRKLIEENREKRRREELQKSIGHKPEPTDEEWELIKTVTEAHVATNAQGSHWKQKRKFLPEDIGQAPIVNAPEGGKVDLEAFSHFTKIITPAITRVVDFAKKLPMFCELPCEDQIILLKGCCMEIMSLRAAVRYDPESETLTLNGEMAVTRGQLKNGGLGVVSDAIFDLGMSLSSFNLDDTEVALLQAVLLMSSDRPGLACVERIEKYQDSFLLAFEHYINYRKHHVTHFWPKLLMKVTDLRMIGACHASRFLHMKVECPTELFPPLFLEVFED
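A fluorescence polarization screen tested compounds at multiple concentrations against complex formation between 0.6 uM TRb ligand-binding domain and 20 nM Texas Red SRC2 peptide, with 1 uM T3 present; readout after 5 hr.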
Tau fluor cs = counter-screen for tau fibril formation inhibitors; tau K18 P301L (four-repeat tau fragment) Alexa594 fluorescence, heparin fibrillization; Potency, µM (top dose mostly 57.7 µM), without a hit: at the highest dose activity change, negative = decrease; actives 0.93% (n = 280,000); AID 1463; note: potency is the fitted concentration of half-maximal effect; % is set by controls: 0 for no effect and ±100 for the full control effect; nearly all actives have a fitted effect of over 55% in size
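Human K18 P301L tau (15 uM unlabeled plus 0.24 uM Alexa 594-labeled, final) in 100 mM sodium acetate pH 7 was mixed with compound and 20 uM heparin and incubated 6 hr at 37 C.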
Numbers without * were called inactive; u = inconclusive; x = no result given; [ ] = remark or other dose. Unless noted, calls come from the whole dose curve; as a rule, active = well fitted curve in the direction sought with a large enough effect; inconclusive = small, poorly fitted or top-dose-only effect, or another doubt; inactive = no such curve, though single readings can be large; an effect the other way counts as inactive or inconclusive. Only part of the results is shown; the hit share may differ from the screen's.

canonical_smiles	GLA spleen mod	NPSR antagonist	TexasRed fluor	Epigenetic derep	CBFb-RUNX1 inh	Tau FP inhib	TRb SRC2 PPI	Tau fluor cs
O/N=C1/CCc2nonc2/C1=N/O	2.4%	-2.2%[46.1 µM]	-1.1%	0.0%	-2.8%	1.9%	-6.5%	-1.3%
O=C(Oc1ccccc1F)c1nc(SCc2ccccc2F)ncc1Cl	x	x	-0.3%	4.7%	x	-8.9%	-1.0%	-24.6%
COCc1cc(C)nc(OCC(=O)N/N=C/c2ccc(-c3cc([N+](=O)[O-])ccc3C)o2)c1C#N	-10.4%	-17.9%[46.1 µM]	-4.0%	-2.2%	-2.4%	1.4%	1.0%	u
O=C(NCc1ccc(S(=O)(=O)Nc2ccccc2Cl)s1)c1ccccc1	-5.8%	11.8%	-1.7%	1.6%	0.4%	0.3%	-1.0%	-21.6%
COc1cc(NC(=O)c2cc(CC(C)C)on2)c(OC)cc1Cl	11.6%	-14.5%[46.1 µM]	2.9%	2.3%	11.4%	3.1%	-0.3%	-18.0%
O=C(CSc1nnc(C2CC2)n1-c1ccccc1)NCCc1ccc(F)cc1	0.1%	-8.2%[46.1 µM]	-3.0%	-1.0%	7.8%	7.8%	-5.4%	-5.5%
COc1cc2[nH]c3c(N4CCN(c5ccccn5)CC4)ncnc3c2cc1OC	-1.2%	u	-10.6%	0.0%	-14.6%	u	2.7%	u
O=C(COc1ccccc1)N(CCc1ccccc1)c1nc(-c2ccc(F)cc2)cs1	13.1%	-10.0%[46.1 µM]	-1.2%	-1.1%	4.7%	-7.1%	-1.7%	-20.0%
CC(NC(=O)CN1C(=O)COc2ccc(S(=O)(=O)N3CCCCCC3)cc21)c1ccccc1 (stereo unspecified)	x	x	-0.4%	-1.1%	x	-2.3%	-1.8%	-16.6%
CCOC(=O)c1ccccc1NC(=O)c1cn(CC(C)C)c(=O)c2cc(OC)c(OC)cc12	x	x	-0.4%	-1.3%	x	0.4%	-2.2%	-8.5%
CCOC(=O)NC(=O)C(=CNc1cccc(C)c1)C(=O)NC(=O)OCC	-6.0%	-3.9%	-5.2%	1.1%	20.7%	6.8%	2.8%	2.0%
COc1ccc(S(=O)(=O)N2CCCOC2CNC(=O)C(=O)NCCCn2ccnc2)cc1 (stereo unspecified)	5.7%	15.1%	0.1%	1.6%	-13.1%	1.4%	3.5%	0.2%
Cc1nc2ccc(Cc3ccc4nc(C)[nH]c4c3)cc2[nH]1	-23.7%	-7.2%[46.1 µM]	-1.5%	-1.2%	1.3%	-8.3%	-7.9%	-2.0%
S=C(NNc1cccc(Cl)c1)NC1CCCCC1	4.1%	-53.0%	0.7%	1.1%	-8.7%	u	-0.4%	-28.0%
Cc1ccc(/C=N/NC(=O)Cn2cncn2)cc1	-0.4%	16.4%	-0.1%	0.2%	-1.6%	-8.5%	-1.0%	-9.1%
O=C1c2ccccc2S(=O)(=O)N1CCOc1ccccc1	-2.2%	7.1%[7.67 µM]	2.2%	2.4%	7.7%	-6.5%	-1.1%	-14.8%
COc1cccc(OCCNc2cc(N3CCCCC3)ccc2[N+](=O)[O-])c1	3.5%	-24.2%[46.1 µM]	-1.7%	-0.3%	u	-3.1%	-8.4%	u
O=C(NCc1ccc(Cl)cc1Cl)c1ccccn1	4.3%	5.3%[46.1 µM]	2.7%	0.9%	u	10.1%	-18.4%	-6.3%
CCc1ccc(OCC(=O)NC(NC(=S)Nc2ccccc2)C(Cl)(Cl)Cl)cc1 (stereo unspecified)	-5.1%	u	-2.5%	0.0%	1.8%	u	0.1%	-25.8%
COC(=O)CP(=O)(c1ccccc1)c1ccccc1	7.0%	-5.6%[46.1 µM]	-0.3%	0.0%	0.7%	-7.7%	-1.6%	-4.4%

Three records picked at random from those above, as already listed:
canonical_smiles	GLA spleen mod	NPSR antagonist	TexasRed fluor	Epigenetic derep	CBFb-RUNX1 inh	Tau FP inhib	TRb SRC2 PPI	Tau fluor cs
COc1cccc(OCCNc2cc(N3CCCCC3)ccc2[N+](=O)[O-])c1	3.5%	-24.2%[46.1 µM]	-1.7%	-0.3%	u	-3.1%	-8.4%	u
S=C(NNc1cccc(Cl)c1)NC1CCCCC1	4.1%	-53.0%	0.7%	1.1%	-8.7%	u	-0.4%	-28.0%
CC(NC(=O)CN1C(=O)COc2ccc(S(=O)(=O)N3CCCCCC3)cc21)c1ccccc1 (stereo unspecified)	x	x	-0.4%	-1.1%	x	-2.3%	-1.8%	-16.6%

Next entries:
canonical_smiles	GLA spleen mod	NPSR antagonist	TexasRed fluor	Epigenetic derep	CBFb-RUNX1 inh	Tau FP inhib	TRb SRC2 PPI	Tau fluor cs
Cc1cccc2c1-c1sc(C(=O)N3CCN(c4ccc(F)cc4)CC3)cc1CO2	x	x	5.7%	0.0%	x	4.8%	0.9%	-15.5%
CS(=O)(=O)c1cnc(-c2ccccc2)nc1-c1ccc(Cl)c(Cl)c1	8.2%	u	1.3%	1.2%	3.9%	-15.3%	-4.0%	-8.6%
CC(=O)NC1=NN(C(C)=O)C(C)(c2cccs2)S1 (stereo unspecified)	0.1%	-10.3%[46.1 µM]	1.4%	5.8%	9.4%	0.0%	4.8%	-2.7%
COc1ccc(Cl)cc1NC(=O)CSC1=Nc2ccccc2C2=NC(CC(=O)NCc3cccs3)C(=O)N12 (stereo unspecified)	x	x	-0.9%	u	x	u	2.0%	-22.2%
O=C(OCc1csc(Nc2ccccc2)n1)c1ccc(Cl)cc1	-3.8%	-2.8%	-4.6%	-1.0%	3.1%	u	-8.8%	12.6µM*[quencher]
O=C(Nc1nnc(CC2=CCCCC2)s1)Nc1ccccc1F	2.7%	-15.9%	-0.4%	1.4%	8.7%	-15.6%	1.4%	-21.5%
CCOC(=O)c1ccc(NC(=O)NCCOCCn2c(=O)oc3ccccc32)cc1	x	x	-1.6%	-0.8%	x	-15.6%	1.2%	-25.4%
Cc1ccc(C)n1NC(=O)c1ccccc1O	15.9%	-0.8%[46.1 µM]	-2.0%	-1.2%	-19.2%	1.5%	-16.4%	-16.4%
CN1CCN(S(=O)(=O)c2cccc(S(=O)(=O)c3ccc(Cl)cc3)c2)CC1	0.1%	1.4%[46.1 µM]	1.7%	-0.7%	-1.0%	2.2%	-16.2%	-3.7%
OC(C#CCCN1CCCCC1)(c1ccccc1)C1CCCCC1 (stereo unspecified)	-1.7%	u	1.1%	2.5%	0.9%	-9.0%	-0.7%	-8.1%
N/C(=N\OC(=O)CCCOc1ccc(Cl)cc1Cl)c1ccncc1	13.2%	-14.5%	0.5%	1.1%	11.8%	6.0%	6.9%	-22.8%
O=C(c1ccc(C(=O)N2CCOCC2)nc1)N1CCOCC1	-1.0%	-3.6%[46.1 µM]	-0.3%	2.2%	-5.3%	1.4%	6.2%	4.1%
CCN(CC)c1ccc2cc(-c3nnc(Nc4ccc(C)cc4)s3)c(=O)oc2c1	x	x	-0.1%	0.1µM*	x	6.8%	1.2%	-28.1%
O=C(C1COc2ccccc2O1)N1CCN(c2nc3c(F)cccc3s2)CC1 (stereo unspecified)	x	x	-2.0%	7.9%	x	-1.1%	-10.8%	-11.5%
Oc1ccccc1Oc1ncc(Br)c(N2CCOCC2)n1	2.3%	-10.7%[46.1 µM]	-5.1%	-1.1%	-0.1%	-4.0%	-6.0%	-13.5%
CS(=O)(=O)Nc1ccc(C(=O)NCCSC2CCCCC2)cc1	2.1%	-5.8%[46.1 µM]	0.3%	-0.9%	-1.0%	-3.4%	-8.5%	-12.1%
COc1ccc(CN2CCN(C(C)C)C(CCO)C2)cc1Cn1cccn1 (stereo unspecified)	-3.8%	-24.9%	-7.0%	1.5%	5.0%	4.0%	-8.9%	-1.0%
COc1cc(C(=O)Nc2cccc(-c3nncn3C)c2)cc(OC)c1OC	1.5%	-2.3%[46.1 µM]	-2.5%	0.0%	4.5%	5.0%	-4.5%	6.1%
CCC(=O)N1c2ccc(S(=O)(=O)CCC(=O)N3CCn4c3nc3ccccc34)cc2CC1C (stereo unspecified)	3.2%	-2.3%[46.1 µM]	-2.9%	1.9%	2.0%	0.3%	-14.1%	3.4%
CC(C)c1ccccc1NC(=O)COc1ccc(C(=O)NCCc2ccccc2)cc1	6.4%	-10.5%[46.1 µM]	1.6%	1.0%	5.0%	-1.6%	-1.2%	-3.5%

Limited to Tau fluor cs (2 entries from above):
| compound | Tau fluor cs |
| --- | --- |
| COc1cc(C(=O)Nc2cccc(-c3nncn3C)c2)cc(OC)c1OC | 6.1% |
| CCC(=O)N1c2ccc(S(=O)(=O)CCC(=O)N3CCn4c3nc3ccccc34)cc2CC1C (stereo unspecified) | 3.4% |

Further records follow.
canonical_smiles	GLA spleen mod	NPSR antagonist	TexasRed fluor	Epigenetic derep	CBFb-RUNX1 inh	Tau FP inhib	TRb SRC2 PPI	Tau fluor cs
O=C(CCCCCn1c(=O)[nH]c2ccsc2c1=O)N1CCN(C2CCCCC2)CC1	-4.8%	1.8%[46.1 µM]	-3.0%	1.7%	-3.2%	1.9%	-1.7%	4.0%
CC1=NN(c2ccccc2)C(=O)C1C(=O)c1cc([N+](=O)[O-])cc([N+](=O)[O-])c1 (stereo unspecified)	5.7%	-7.7%	-1.8%	2.4%	-1.8%	1.3%	-7.7%	-10.3%
O=S(=O)(c1cc(Br)c(Br)s1)N1CCN(c2ccccc2)CC1	x	x	-2.9%	-1.1%	x	u	-4.6%	u
CCOC(=O)C1NN=C(C(=O)c2ccccc2)C1c1ccc(Cl)cc1 (stereo unspecified)	3.0%	-46.9%	-3.1%	0.4%	17.5%	9.3%	-4.5%	-21.6%
CC1(C)CC(N2CCC(=O)N(C3CC(C)(C)NC(C)(C)C3)C2)CC(C)(C)N1	4.2%	0.2%[46.1 µM]	-3.0%	-4.2%	4.4%	-0.2%	5.0%	-1.1%
O=C(Cn1cnc2ccccc21)N/N=C/c1cccc([N+](=O)[O-])c1	3.4%	4.2%	-0.7%	5.0%	1.7%	-0.8%	6.8%	-6.9%
CN1CCN(c2ccc(NC(=O)CN3CCOCC3)cc2F)CC1	-1.1%	15.5%	-8.4%	0.0%	-3.2%	-1.3%	0.4%	3.0%
COC(=O)c1[nH]c2cc(OC)ccc2c1NC(=O)CCN1CCSCC1	-0.6%	-12.8%[46.1 µM]	-0.6%	1.2%	-0.3%	9.2%	2.8%	-3.7%

Compound activity deposited in PubChem BioAssay by National Center for Advancing Translational Sciences (NCATS).
